# From PubChem
# RNase H inhibition: RNase H inhibition, HIV 1 Gag Pol polyprotein, FRET biochemical assay, screening (AID 372); HIV-1 RT RNase H, FRET RNA/DNA substrate fluorescence; higher % means a stronger effect; inhibition, % at 10 µM, or IC50 in µM where a hit was titrated; 100,000 tested, 0.77% active; in the data active = inhibition above about 50%
# * marks the source's active call; other numbers are inactive results.
Structure | RNase H inhibition
Cc1ccc(N2C(=O)CC(NNC(=O)c3cccc(Br)c3)C2=O)c(C)c1 (centres undefined) | 1.0%
CCOC(=O)C1=C(C)N=c2s/c(=C\c3ccc(-c4cccc([N+](=O)[O-])c4)o3)c(=O)n2C1c1ccc(OC)cc1OC (centres undefined) | 13.0%
COc1cc(NC(=O)c2ccc3c(c2)OCCO3)ccc1NC(=O)c1ccco1 | 2.0%
O=C(Nc1cccc2c1C(=O)c1ccccc1C2=O)c1ccc(Br)cc1 | 8.0%
O=S(=O)(c1ccc(F)cc1)N1CCc2ccccc2C1 | 0.0%
N#C/C(=C\c1ccc(Br)o1)c1nc(-c2ccc(Cl)cc2)cs1 | 10.0%
CN(C)/C=C1\N=C(c2ccc([N+](=O)[O-])cc2)OC1=O | 2.0%
CCOC(=O)N1CCN(CC(O)COc2ccc(C(C)C)c(C)c2)CC1 (centres undefined) | 8.0%
O=C(NCCc1ccc(F)cc1)C(=O)NC1CC1 | 5.0%
CCN(CC)c1ccc(N=Cc2cccc(O)c2O)cc1 | 18.0%
CCC(C(=O)Nc1ccc(S(=O)(=O)NC(C)=O)cc1)c1ccccc1 (centres undefined) | 13.0%
O=C(NN1C(=O)c2ccccc2C1=O)c1cc(C(=O)NN2C(=O)c3ccccc3C2=O)cc(N2C(=O)c3ccccc3C2=O)c1 | 2.0%
Cc1cc(C)c2nc(NC(=O)c3ccco3)sc2c1 | 4.0%
C=CCc1ccccc1OCCOc1ccc(/C=C2\SC(N)=NC2=O)cc1OCC | 36.0%
Cc1c(C(=O)Nc2ccc3oc(-c4cccc(Br)c4)nc3c2)cccc1[N+](=O)[O-] | 13.0%
Cc1cc(/C=C(/C#N)C(=O)Nc2ccc(Cl)cc2)c(C)n1-c1ccc(C(=O)O)cc1 | 14.0%
C/C(=N\NC(=O)c1cc(C)[nH]n1)c1ccc(N)cc1 | 5.0%
Cc1cc(C)cc(CC2CC(=O)N(c3ccc(Br)cc3)C2=O)c1 (centres undefined) | 1.0%
Cc1cc(C)n(-c2cc(N/N=C/c3ccccc3)nc(C)n2)n1 | 15.0%
CC1(C)CC(n2c(SCC(=O)c3ccc(Cl)cc3)nc3c(c2=O)C2(CCCC2)Cc2ccccc2-3)CCO1 (centres undefined) | 1.0%
O=C(Nc1ccccc1Cl)c1cccc(C(=O)Nc2ccccc2Cl)c1 | 1.0%
CCOC(=O)c1ccc(N2NC(=O)/C(=C/c3ccc([N+](=O)[O-])o3)C2=O)cc1 | 27.0%
C=COCCNC(=O)C(=O)Nc1ccccc1 | 6.0%
Cc1cc([N+](=O)[O-])ccc1NCc1ccc2c(c1)OCCO2 | 10.0%
COc1ccc(C2CC(=O)C3=C(C2)Nc2ccccc2NC3c2ccc(SC)cc2)cc1 (centres undefined) | 21.0%
COc1ccc(N2C(=O)c3ccc(-c4nc5ccccc5c(=O)o4)cc3C2=O)cc1OC(C)=O | 11.0%
COc1ccccc1N1CCN(C(=S)Nc2ccccc2)CC1 | 5.0%
CCN(CC)CCNc1c(N)c(=O)oc2ccccc12 | 2.0%
O=C1/C(=C/c2ccccc2O)SC(=S)N1Cc1ccco1 | 13.0%
O=C(Nc1ccc(-c2ccc(NC(=O)c3cccs3)c(Cl)c2)cc1Cl)c1cccs1 | 6.0%
Cc1cccc(NS(=O)(=O)c2c(C)cc(C)cc2C)c1 | 0.0%
C#CCOc1c(I)cc(C=C2C(=O)NC(=O)NC2=O)cc1OCC | 21.0%
COc1ccc(-c2cn3cc(Cl)ccc3n2)cc1Br | 0.0%
Fc1ccc(NC(=S)Nc2ccc(I)cc2)cc1 | 11.0%
CCOC(=O)c1c(NC(=O)COc2ccccc2)sc(C(=O)Nc2ccccc2F)c1C | 11.0%
O=C(O)/C(=C\c1ccccc1)NC(=O)c1ccccc1I | 0.0%
CCOc1ccc(NC(=O)Cc2ccc(Br)cc2)cc1 | 7.0%
Cc1ccc(C(=O)N/N=C/c2ccccc2Cl)cc1 | 4.0%
C#Cc1cccc(NC(=O)c2cccs2)c1 | 0.0%
C=CCc1ccccc1OCCOc1c(I)cc(/C=C2/SC(=S)N(C)C2=O)cc1OC | 6.0%
O=C(NCc1cccnc1)c1nn2c(C(F)(F)F)cc(-c3cccs3)nc2c1Cl | 11.0%
O=C(Nc1ccc(Cl)cc1)C1CC(=O)N(c2cccc([N+](=O)[O-])c2)C1 (centres undefined) | 4.0%
O=C(N1CCOCC1)N1CCN(c2ccccc2)CC1 | 0.0%
CCCC(C(=O)O)N1C(=O)C2C3C=CC(C3)C2C1=O (centres undefined) | 9.0%
C/C(=N/OC(=O)c1ccccc1)C(=O)c1cccs1 | 4.0%
Cc1cc(-c2ccccc2)nc(Nc2nc(C)c3ccccc3n2)n1 | 0.0%
COc1ccc(/C=C2\SC(=S)N(CCC(=O)Nc3cccc(C(=O)O)c3)C2=O)cc1 | 9.0%
Cc1c(-c2ccccc2)n[nH]c1C(=O)N/N=C/C(Br)=C/c1ccccc1 | 37.0%
COCCOC(=O)C1=C(C)NC2=C(C(=O)CC(C)(C)C2)C1c1cccc(Cl)c1 (centres undefined) | 40.0%
O=C(N/N=C/c1ccc(C(F)(F)F)cc1)c1ccncc1 | 2.0%
CC1=C(C(=O)OCC2CCCO2)C(c2ccc(C)s2)C2=C(CC(c3cccs3)CC2=O)N1 (centres undefined) | 8.0%
O=C(Nc1ccc(F)cc1)Nc1nnc(Cc2cccc(Br)c2)s1 | 27.0%
c1ccc(N2CCN(c3ncnc4sc5c(c34)CCCC5)CC2)cc1 | 7.0%
CCCC(=O)Nc1cc(Cl)c(Cl)cc1Cl | 1.0%
O=C(Nc1ccc2nc(-c3ccc(O)cc3)sc2c1)C1CCCCC1 | 3.0%
CC1=NN(c2ccccc2)C(=O)/C1=C\c1cn(CCC#N)nc1-c1ccc(C)o1 | 12.0%

# The listing continues.
Structure | RNase H inhibition
O=C(c1ccc([N+](=O)[O-])cc1Cl)N1CCN(c2ccccn2)CC1 | 7.0%
CCOc1cccc(C2NC(=O)NC(C)=C2C(=O)OCC(Cl)(Cl)Cl)c1 (centres undefined) | 9.0%
COc1ccccc1N1C(=O)/C(=C\c2ccc(Cl)cc2Cl)SC1=S | 11.0%
Cc1ccc(C)c(NC(=O)C2C(c3ccccc3)C2(Cl)Cl)c1 (centres undefined) | 5.0%
COc1cc(NC(=O)c2ccc(Cl)cc2Cl)cc(OC)c1 | 6.0%
Cc1ccc(N2C(=O)/C(=C/c3ccccc3C(=O)O)SC2=S)c(C)c1 | 8.0%
O=C(NCCCc1ccccc1)c1cccc(F)c1 | 0.0%
COc1cccc(NC(=O)/C=C/c2cc(Br)ccc2OC)c1 | 16.0%
C/C(CC(C)C)=N\NC(=O)C(O)(c1ccccc1)c1ccccc1 | 7.0%
COc1cc(/C=N/NC(N)=O)ccc1Oc1nc(Nc2ccc(C)cc2Br)nc(N2CCOCC2)n1 | 43.0%
Cc1ccccc1C(=O)Nc1cccc(Oc2ccc3c(c2)C(=O)N(c2ccccc2)C3=O)c1 | 10.0%
O=C(c1cccc2ccccc12)N1CCN(c2nc3ccc([N+](=O)[O-])cc3s2)CC1 | 12.0%
COc1ccc(Br)cc1/C=C/C(=O)Nc1cccc(S(N)(=O)=O)c1 | 10.0%
O=C(NCc1ccc2c(c1)OCO2)c1cccc(I)c1 | 0.0%
Cc1ccc(OC(=O)c2ccc(Cl)cc2Cl)cc1C | 24.0%
CC(C)CC(=O)N1CCN(Cc2ccc(F)cc2)CC1 | 2.0%
COCCOC(=O)C1=C(C)NC2=C(C(=O)CCC2)C1c1cc2c(cc1Br)OCO2 (centres undefined) | 8.0%
CCc1ccc(S(=O)(=O)n2nc(C)cc2C)cc1 | 6.0%
CCN1C(=O)CSC1=Nc1ccc(C(=O)O)cc1 | 4.0%
CCCOc1ccc(C(=O)Nc2cc(C(=O)OC)cc(C(=O)OC)c2)cc1 | 17.0%
Cc1onc(-c2c(Cl)cccc2Cl)c1C(=O)NC1CCCCCCC1 | 9.0%
Cc1cccc(OCC(=O)N2CCN(S(=O)(=O)c3ccc(F)cc3)CC2)c1 | 6.0%
CCOc1cc(/C=C2/SC(=S)N(CC)C2=O)ccc1OCc1ccccc1Cl | 10.0%
COCCN1C(=O)/C(=C\c2ccc(SC)cc2)C(C(=O)OC)=C1C | 7.0%
O=C(Nc1nnc(-c2cccnc2)s1)c1ccccc1Br | 0.0%
c1ccc(-c2ccc(-n3cnc4ccccc43)cc2)cc1 | 30.0%
O=C(N/N=C/c1ccc2ccccc2c1)C1C2CCCCC21 (centres undefined) | 3.0%
CCOC(=O)CNC(=O)NCc1ccccc1 | 5.0%
CCCCOc1cccc(C(=O)Nc2ccc3oc(-c4ccncc4)nc3c2)c1 | 1.0%
CCCCSC1=C(C#N)C(c2ccco2)C(C(C)=O)=C(C)N1 (centres undefined) | 19.0%
COc1ccc(CN2CCN(C(=O)c3ccccc3)CC2)cc1Br | 15.0%
O=c1oc2c(Cl)cc(Cl)cc2cc1-c1nc(-c2ccc(-c3ccccc3)cc2)cs1 | 29.0%

# Part of the list above in order of formula weight, high to low.
Structure | RNase H inhibition
COc1ccc(CN2CCN(C(=O)c3ccccc3)CC2)cc1Br | 15.0%
CCCCOc1cccc(C(=O)Nc2ccc3oc(-c4ccncc4)nc3c2)c1 | 1.0%
O=C(Nc1nnc(-c2cccnc2)s1)c1ccccc1Br | 0.0%
c1ccc(-c2ccc(-n3cnc4ccccc43)cc2)cc1 | 30.0%
CCOC(=O)CNC(=O)NCc1ccccc1 | 5.0%

# Other structures:
Structure | RNase H inhibition
Cc1ccc(N2CCN(/N=C\c3ccccc3F)CC2)cc1 | 6.0%
Clc1ccccc1N=Cc1ccc(OCc2ccccc2)cc1 | 0.0%
CCCCc1cc(=O)oc2cc(OC(C)=O)ccc12 | 1.0%
O=C(CN1CCCCCCC1)N/N=C/c1ccccc1C(F)(F)F | 7.0%
COC(=O)c1cccc(NC(=O)COc2cc(C)cc(C)c2)c1 | 8.0%
COC(=O)c1ccccc1NC(=O)c1ccc(Cl)cc1 | 7.0%
CCN(CC)c1ccc(NS(=O)(=O)c2ccc(NC(C)=O)cc2)cc1 | 9.0%
COc1ccc(N(CC(=O)Nc2ccccc2Br)S(C)(=O)=O)cc1OC | 0.0%
Cc1ccc2oc(-c3cccc(NC(=O)c4ccc(Br)o4)c3C)nc2c1 | 13.0%
O=C(Nc1c[nH]c(=O)[nH]c1=O)c1ccc(-c2ccccc2)cc1 | 11.0%
N#Cc1c(-c2cccc(Br)c2)c(C#N)c2nc3ccccc3n2c1N | 9.0%
Cc1ccc2cc(C)c(N3CCOCC3)nc2c1 | 15.0%
CC1CCCCN1C(=O)c1ccc(C(=O)N2CCCCC2C)cc1 (centres undefined) | 15.0%
O=c1c2c3c(sc2[nH]c(=S)n1-c1ccccc1)CCCCC3 | 16.0%
Cc1ccc(S(=O)(=O)N(CC(=O)Nc2cccc(C)c2)c2ccccc2Cl)cc1 | 14.0%
O=C1CC(c2ccccc2)CC2=C1C(c1cccnc1)N(C(=O)c1ccccc1)c1ccccc1N2 (centres undefined) | 7.0%
CCOC(=O)c1c(N2C(=O)C3C4C=CC(O4)C3C2=O)sc2c1CCCC2 (centres undefined) | 0.0%
CCOC(=O)c1c(NC(=O)c2cc(-c3cccc(Br)c3)nc3ccccc23)sc2c1CCCC2 | 12.0%
COC(=O)c1ccccc1NC(=O)COc1ccc(C)cc1C | 6.0%
CCc1ccc(/C=C2/SC(=S)N(CCCC(=O)Nc3ccc(F)c(Cl)c3)C2=O)cc1 | 0.0%
O=C(NC(=S)Nc1ccc(F)cc1)c1ccccc1 | 0.0%
CCc1cccc(C)c1NC(=O)c1cc(OC)c(OC)cc1[N+](=O)[O-] | 19.0%
CCOC(=O)c1c(NC(=O)COC(=O)C(CCSC)NC(C)=O)sc2c1CCCC2 (centres undefined) | 6.0%
Cc1ccc(S(=O)(=O)N(Cc2ccccc2)c2ccccc2C(=O)NCc2ccccc2)cc1 | 6.0%
CCCCCCCc1c(C)[nH]n(-c2nnc3c(n2)[nH]c2ccccc23)c1=O | 12.0%
CC(C)c1ccc(NC(=O)c2cccs2)cc1 | 7.0%
Cc1ccc(NC(=O)c2c(C)nc3ccccn23)cc1 | 10.0%
O=C(/C=C/c1cc2c(cc1Br)OCO2)c1ccc2c(c1)OCCO2 | 0.0%
O=C(O)c1cc(N2C(=O)c3ccc(Oc4ccc5c(c4)C(=O)N(c4ccc(O)c(C(=O)O)c4)C5=O)cc3C2=O)ccc1O | 9.0%
O=C(Oc1cc2oc(=O)c3c(c2cc1Cl)CCCC3)C1CC1 | 1.0%
Cc1nn(CC(=O)Nc2ccc(O)cc2)c(=O)c2ccccc12 | 23.0%
CC(C)CC(=O)N1CCN(Cc2ccc([N+](=O)[O-])cc2)CC1 | 8.0%
CCC1CCC(N2CCN(c3ccc([N+](=O)[O-])cc3)CC2)CC1 (centres undefined) | 12.0%
O=C1CC(c2ccccc2)CC2=C1C(c1ccc(Cl)cc1Cl)Nc1ccccc1N2 (centres undefined) | 0.0%
O=C(Cn1cncn1)c1ccc(F)c(F)c1 | 8.0%
CC1(C)CC(=O)C2=C(C1)OC(N)=C(C#N)C2c1cccnc1 (centres undefined) | 6.0%
O=C(CN1C(=O)c2cccc3cccc(c23)C1=O)N1CCN(CCN2C(=O)C3C4C=CC(C4)C3C2=O)CC1 (centres undefined) | 0.0%
CC1CC(Nc2ccccc2)c2ccccc2N1C(=O)c1sc2ccccc2c1Cl (centres undefined) | 12.0%
COc1ccc(C(=O)Nc2ccc(S(=O)(=O)NC(C)=O)cc2)cc1[N+](=O)[O-] | 9.0%
O=C1CC(SC(=NCCc2ccccc2)Nc2ccc(F)cc2)C(=O)N1c1ccc(F)cc1 (centres undefined) | 11.0%
CCOc1ccccc1OCCCOc1ccccc1OCC | 0.0%
COc1ccc(NC(=O)NCCc2ccc(Cl)cc2Cl)cc1OC | 0.0%
CCOc1ccc(C(=O)Nc2ccccc2O)cc1Cl | 4.0%
CC1=C(C(=O)Nc2ccccc2Cl)C(c2ccc(O)cc2)NC(=S)N1 (centres undefined) | 0.0%

# An excerpt; the hit share may differ from the screen's.
